Bioassay records as filed in PubChem.
TMEM16A act: activates or potentiates the mouse TMEM16A chloride channel | Q8BHY3 | HEK293 TMEM16A/YFP-H148Q/I152L, iodide quench fluorescence; active compounds read low | B-score at 10 µM | 0.3% of 340,000 active | AID 623877;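 active means fluorescence-ratio B-score plate-corrected deviation score at least 3 library SD below zero, with starting fluorescence score within 5 deviations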;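 further: channel opened by trigger with iodide after compound preincubation; score built on the fluorescence ratio of max minus min over baseline; more negative score means more quench and so TMEM16A activation or potentiation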
Target sequence (Q8BHY3 whole entry, looked up): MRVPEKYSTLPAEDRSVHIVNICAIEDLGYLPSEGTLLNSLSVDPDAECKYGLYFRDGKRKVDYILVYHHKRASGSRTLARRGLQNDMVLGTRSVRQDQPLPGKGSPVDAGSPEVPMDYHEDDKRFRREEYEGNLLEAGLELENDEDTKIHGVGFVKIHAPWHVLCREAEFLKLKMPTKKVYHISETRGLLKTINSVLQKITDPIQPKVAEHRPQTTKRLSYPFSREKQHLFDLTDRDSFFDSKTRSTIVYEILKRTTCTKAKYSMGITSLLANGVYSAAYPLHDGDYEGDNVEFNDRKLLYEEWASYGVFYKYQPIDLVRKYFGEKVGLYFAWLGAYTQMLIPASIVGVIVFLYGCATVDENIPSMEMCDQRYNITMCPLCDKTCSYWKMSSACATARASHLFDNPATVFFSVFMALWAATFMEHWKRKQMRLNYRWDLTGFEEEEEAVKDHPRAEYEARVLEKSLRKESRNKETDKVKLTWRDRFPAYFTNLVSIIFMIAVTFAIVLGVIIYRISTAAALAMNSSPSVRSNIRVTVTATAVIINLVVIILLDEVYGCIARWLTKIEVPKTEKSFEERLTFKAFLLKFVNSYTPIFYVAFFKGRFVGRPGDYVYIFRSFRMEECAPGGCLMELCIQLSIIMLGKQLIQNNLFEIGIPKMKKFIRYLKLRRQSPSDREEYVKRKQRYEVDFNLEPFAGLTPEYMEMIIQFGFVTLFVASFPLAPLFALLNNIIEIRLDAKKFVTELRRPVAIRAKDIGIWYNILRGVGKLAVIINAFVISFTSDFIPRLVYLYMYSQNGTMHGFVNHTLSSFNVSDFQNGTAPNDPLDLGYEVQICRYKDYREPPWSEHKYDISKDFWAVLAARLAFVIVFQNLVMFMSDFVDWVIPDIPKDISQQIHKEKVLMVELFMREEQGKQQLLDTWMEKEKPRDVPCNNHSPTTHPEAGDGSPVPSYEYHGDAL
MrgX1 agonist: human MrgX1 receptor agonism, primary screen; 0.44% of 310,000 active; Q96LB2; MrgX1-HEK293 cells, Fluo-4 calcium fluorescence, agonist mode; active compounds read high; B-score at 10 µM;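 active means calcium response B-score plate-corrected fluorescence ratio at least 3 library SD, with starting fluorescence B-score inside 5 SD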
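Material – MrgX1-expressing HEK293 cells · Input – 15,000 cells seeded per well · Dosing – compound as first of three additions · Times – overnight seeding, then 1 h dark dye loading · Measured by – kinetic Fluo-4 NW fluorescence of intracellular calcium · Read-out – B-scored fluorescence response ratio · Benchmarks – positive and negative control wells on each plate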
HDAC3 inh: human HDAC3 inhibition; inhibition, % at 8.3 µM; recombinant HDAC3, fluorogenic peptide/trypsin coupled, fluorescence; 0.15% of 320,000 active; O15379; in the data active means inhibition above about 26%, passing the limit was not always enough; inconclusive means no clear call, values can overlap the other calls
SKKanGAS inh: blocks kanamycin growth of S. pyogenes SKKanGAS strain | BacTiter-Glo, 6 h | inhibition, % at 7.5 µM | 1.3% of 300,000 active | AID 1662;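 active means mean replicate score, as percent of positive control median, at least 50; inconclusive means mean below 50 but one replicate at or above 50; inactive means mean and every replicate below 50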;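 further: strain carries kanamycin resistance gene driven by streptokinase promoter and grows in 40 µg/ml kanamycin; loss of luminescence reflects streptokinase promoter inhibition or plain growth inhibition; 0% = median of DMSO wells and 100% = positive control at its reference dose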
MrgX1 antag: human MrgX1 receptor antagonism, primary screen. B-score at 10 µM. MRGX1-HEK293 calcium flux, Fluo-4, BAM8-22 antagonism; active compounds read low. 1.3% of 310,000 active. Q96LB2;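 active means calcium-response B-score plate-corrected more than 3 library SD below zero, starting fluorescence within 5 deviations, no agonist response on first addition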;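 further: peak minus trough fluorescence over baseline after final BAM8-22 challenge near maximal dose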
TRPC6 inhibitor: blocks the mouse TRPC6 cation channel; AID 2553; 1.1% of 310,000 active; B-score at 10 µM; HEK293-TRPC6, membrane potential dye, ACh-evoked depolarization; active compounds read low; Q61143;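 active means B-score under library mean minus 3 SD, initial fluorescence not abnormally high, positive integrated signal ratio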;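 further: B-score derived from integrated fluorescence ratio over the kinetic read; more negative B-score means stronger inhibition of depolarization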
ANO1 block: mouse TMEM16A channel inhibition, primary screen | HEK293 TMEM16A/YFP iodide influx fluorescence, ionomycin | normalized B-score (activity score, 25-100; higher = stronger inhibition) at 10 µM | 1.2% of 310,000 active;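 active means ratio plate-corrected score three or more library SD toward inhibition, starting fluorescence score within five deviations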;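 further: score derived from kinetic fluorescence span divided by baseline fluorescence per well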
MrgX1 allo act: human MrgX1 positive allosteric modulation, primary screen | 0.63% of 310,000 active | B-score at 10 µM | MrgX1-HEK293, Fluo-4 calcium flux, FDSS; active compounds read high;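 active means plate-corrected calcium response at least 3 library SD above typical, normal starting fluorescence, not activating the receptor alone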;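 further: compound read alongside a low EC10 to EC30 dose of BAM8-22 agonist; peak minus trough fluorescence over baseline measured at the second addition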
TRPC6 activator: activators of mouse TRPC6 channel; Q61143; HEK293-TRPC6 membrane potential dye fluorescence; active compounds read high; B-score at 10 µM; 0.13% of 310,000 active; AID 2550;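 active means B-score of the integrated fluorescence ratio above library mean plus 3 SD, and starting fluorescence ratio within library mean plus 5 SD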;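 further: higher score means more depolarization so channel activation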
RGS4 inh: inhibitors of human RGS4; P49798; HEK293 M3R/RGS4 inducible, Fluo-4 calcium flux; active compounds read high; triggered by carbachol at its EC20; B-score at 10 µM; 0.45% of 310,000 active;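 active means B-score, a plate-corrected calcium signal, over three deviations above library mean, with baseline fluorescence within five deviations of library mean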;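 further: RGS4 expression induced by doxycycline in cells with stable M3 receptor; B-score is computed from the integrated fluorescence ratio over baseline after carbachol; higher B-score means a larger calcium signal and so more RGS4 inhibition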
RGS4 pot: RGS4 potentiation or activation; HEK293 M3R/inducible RGS4, carbachol calcium flux Fluo4; active compounds read low; B-score at 10 µM; 0.92% of 310,000 active; AID 463111;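 active means B-score of the integrated calcium signal more than 4 SD below the library mean, with starting fluorescence not abnormally high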;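 further: negative B-score means reduced calcium response which marks RGS4 activation or potentiation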
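Test system: HEK293 cells with stable M3R and inducible RGS4; also added: carbachol at ECmax as muscarinic agonist stimulus; schedule: dye loading 30 min 37 °C, buffer rest 30 min RT; technique: kinetic calcium fluorescence imaging with Fluo4-AM dye, 2 µM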
The depositor's hits bear a star; i = inactive; ? = inconclusive; nt = no result given.

SMILES	TMEM16A act	MrgX1 agonist	HDAC3 inh	SKKanGAS inh	MrgX1 antag	TRPC6 inhibitor	ANO1 block	MrgX1 allo act	TRPC6 activator	RGS4 inh	RGS4 pot
CCOCC(=O)Nc1ccc([N+](=O)[O-])cc1OC	i	i	5	-6	i	i	i	i	i	i	i
Cc1csc(=O)n1CCC(=O)OCC(=O)Nc1ccc(C(N)=O)cc1	i	i	-4	-4	i	i	i	i	i	i	i
O=C(NC12CC3CC(CC(C3)C1)C2)N1CCC(O)(c2ccc3c(c2)OCO3)CC1	i	i	-6	-8	i	i	i	i	i	i	i
Cc1cc(/C=N/Nc2nc(N)ncc2[N+](=O)[O-])c(C)n1-c1cccc(C(F)(F)F)c1	nt	i	2	-1	i	i	i	i	i	i	i
CCn1c(/N=C/c2c[nH]c3ccccc23)nc2ccccc21	i	i	2	6	i	-8.1*	i	i	i	i	i
CN(C)c1ccc(Nc2ccc([N+](=O)[O-])cn2)cc1	i	i	4	2	i	i	i	i	i	i	i
Cn1cccc1C(=O)NC(=O)COC(=O)CC12CC3CC(CC(C3)C1)C2	i	i	16	-5	i	i	i	i	i	i	i
Cn1c(Cc2ccccc2)nnc1SCC(=O)NC1CCCCC1	i	i	1	0	i	i	i	i	i	i	i
O=C(Nc1ccc(Cl)cc1)c1cccc(S(=O)(=O)Nc2ccccn2)c1	i	i	3	6	i	i	i	i	i	i	i
CC(C)(C)NS(=O)(=O)c1ccc(OCC(=O)NCC2CCCO2)cc1 (centres undefined)	i	i	nt	9	i	i	i	i	i	i	i
COC(=O)C1=C(Nc2cc(Cl)cc(Cl)c2)CSC1	i	i	-2	-9	i	i	i	i	i	i	i
O=C(O)C1CC=CCC1C(=O)NNc1ccccc1 (centres undefined)	i	i	-4	-4	i	i	i	i	i	i	i
CCOc1ccc2oc(-c3ccccc3)c(C(=O)N3CCN(C)CC3)c2c1	i	i	-43	-9	i	i	i	i	i	i	i
O=C(Oc1ccc(Cl)c2cccnc12)N1CCCCCC1	i	i	-5	8	i	i	i	i	i	i	i
CC(=NCCc1c(C)[nH]c2ccc(OC(F)(F)F)cc12)C1=C(O)CC(c2ccccc2)CC1=O (centres undefined)	i	i	9	20	i	i	i	i	i	i	i
Cc1ccc2nc(SCC(=O)Nc3cccc([N+](=O)[O-])c3)[nH]c2c1	i	i	3	29	i	i	i	i	i	i	i
CON1C(=O)C(=O)N(OC)C2CCCCC21 (centres undefined)	i	nt	nt	-3	nt	i	nt	nt	i	i	i
O=C(NCc1ccccc1Cl)C1CCN(S(=O)(=O)c2ccc(N3CCCC3=O)cc2)CC1	i	i	-1	1	i	i	i	i	i	i	i
CN(C)c1ccc(-c2nnn(CC(=O)Nc3ccc4c(c3)OCCO4)n2)cc1	i	i	-1	6	i	i	i	i	i	i	i
O=c1c2ccccc2cnn1Cc1n[nH]c(=S)n1-c1cc(Cl)cc(Cl)c1	i	i	2	1	i	i	i	i	i	i	i
O=C(COc1ncnc2ccccc12)Nc1ccc(Cl)c([N+](=O)[O-])c1	i	i	-1	-2	i	i	i	i	i	i	i
NS(=O)(=O)c1ccc(CNC(=O)c2cc(-c3cccs3)nc3ccccc23)cc1	i	i	-44	21	i	i	i	i	i	i	i
CC(C)(C)c1ccccc1NC(=O)NC1CCN(Cc2c(F)cccc2Cl)CC1	i	i	1	6	i	i	i	i	i	i	i
CCOC(=O)CSc1n[nH]c(NC(=O)c2cccc(C(F)(F)F)c2)n1	i	i	?	2	i	i	i	i	i	i	i
N#Cc1ccccc1NC(=O)CSC1=Nc2ccccc2C2CC=NN12 (centres undefined)	i	i	-3	-1	i	i	i	i	i	i	i

(further entries)
SMILES	TMEM16A act	MrgX1 agonist	HDAC3 inh	SKKanGAS inh	MrgX1 antag	TRPC6 inhibitor	ANO1 block	MrgX1 allo act	TRPC6 activator	RGS4 inh	RGS4 pot
CCCCOc1ccc(-c2ncc(N)cn2)cc1	i	i	-6	5	i	i	i	i	i	i	i
O=C(NCc1ccccn1)/C(=C/c1ccco1)NC(=O)c1ccccc1	i	i	1	-11	i	i	i	i	i	i	i
COc1ccc(-n2c(C)nc3cc(C(=O)N4CCOCC4)ccc32)cc1	i	i	3	3	i	i	i	i	i	i	i
CCCCNC(=S)N(C)/N=C/c1ccc(OCC(=O)Nc2ccc(OC)cc2)c(OC)c1	i	i	17	15	i	i	i	i	i	i	i
COc1cccc(Nc2nc3ccccc3n2C(C)C)c1	i	i	-5	-8	i	i	i	i	i	i	i
COc1cccc(C2=NO[C@@H]3C(=O)N(c4ccc5c(c4)OCCO5)C(=O)[C@H]23)c1OC	i	i	0	5	i	i	i	i	i	i	i
CCC(=O)c1ccc(N2CCOCC2)c(F)c1	i	i	-2	2	i	i	i	i	i	i	i
Cc1ccc2cccc(S(=O)(=O)N3CCN(c4ccccc4F)CC3)c2n1	i	i	2	-8	i	i	i	i	i	i	i
Cn1nccc1C(=O)N1CCN(c2ncccn2)CC1	i	i	nt	-1	i	i	i	i	i	i	i
Cc1ccc(S(=O)(=O)NCC(=O)N(CC(=O)NCc2ccc(F)cc2)CC2CCCO2)cc1 (centres undefined)	i	i	2	0	i	i	i	i	i	i	i
O=C(NCC1OCCCN1S(=O)(=O)c1cc(F)ccc1F)C(=O)NC1CCCCC1 (centres undefined)	i	i	-7	3	i	i	i	i	i	i	i
O=C(N/N=C/c1cccc(OC(=O)N2CCOCC2)c1)c1cccs1	i	i	10	-8	i	i	i	i	i	i	i
COc1cccc2cc(C(=O)N3C(C)CCCC3C)c(=O)oc12 (centres undefined)	i	i	5	2	i	i	i	i	i	i	i
CCCCCc1ccc(S(=O)(=O)NCCc2ccncc2)cc1	i	i	3	-22	i	i	i	i	i	i	i
O=C(CCc1c[nH]c2ccccc12)OCc1cccc(C(F)(F)F)c1	i	i	19	8	i	i	i	i	i	i	i
O=C(Cc1ccccc1)Nc1ncccc1Cl	i	i	-1	-1	i	i	i	i	i	i	i
CC(=O)c1ccc(N2C(=NC(=O)C(C)C)SC3CS(=O)(=O)CC32)cc1 (centres undefined)	i	i	?	-2	i	i	i	i	i	i	i
COc1ccc2c(c1)O[C@H]1c3ccc(O)cc3OC[C@@H]21	i	i	2	4	i	i	i	i	i	i	i
CC(C)(C)c1ccc(C(=O)NCCCNC(=O)c2ccco2)cc1	i	i	-4	-2	i	i	i	i	i	i	i
N/C(=N\OC(=O)COc1ccc(Br)cc1Cl)c1ccncc1	i	i	1	nt	i	nt	i	i	nt	nt	nt
COc1ccc(C2c3c(ncn(Cc4ccco4)c3=N)Oc3ccc4ccccc4c32)cc1 (centres undefined)	i	i	5	11	i	i	i	i	i	i	i
Cc1ccc(NC(=O)C2CC(=O)Nc3ncnn32)cc1Cl (centres undefined)	i	i	1	-7	i	i	i	i	i	i	i
CC(C)(C)C(CN1CCCC1)OC(=O)c1ccccc1 (centres undefined)	i	i	-3	-9	i	i	i	i	i	i	i
COCC(=O)N1CCC(Oc2ccc(C(=O)NC(C)c3csc(C)n3)cc2)CC1 (centres undefined)	i	i	-3	-2	i	i	i	i	i	i	i
O=C(CSc1ccc(-c2ccc(-n3cccn3)cc2)nn1)Nc1ccc([N+](=O)[O-])cc1	i	i	-3	-5	i	i	i	i	i	i	i

Other compounds follow:
SMILES	TMEM16A act	MrgX1 agonist	HDAC3 inh	SKKanGAS inh	MrgX1 antag	TRPC6 inhibitor	ANO1 block	MrgX1 allo act	TRPC6 activator	RGS4 inh	RGS4 pot
Cc1c(Cl)cnc(NC(=O)CSc2nnc(C)n2Cc2ccccc2)c1Cl	i	i	-3	nt	i	nt	i	i	nt	nt	nt
CCNC(=S)N1CCCC(C(N)=O)C1 (centres undefined)	i	i	-4	1	i	i	i	i	i	i	i
CC(CNc1ccc([N+](=O)[O-])c2cccnc12)Nc1c([N+](=O)[O-])cc(C(F)(F)F)cc1[N+](=O)[O-] (centres undefined)	i	i	3	13	i	i	i	i	i	i	i
Cc1ccc(C(=O)N2CCOCC2)cc1Cl	i	i	-4	?	i	i	i	i	i	i	i
COc1ccc(C(=O)Nc2c(C)ccc3nsnc23)cc1[N+](=O)[O-]	i	i	2	3	i	i	i	i	i	i	i
COc1ccc(C(=O)CCNc2cccc(Cl)c2)cc1	i	i	nt	-7	i	i	i	i	i	i	i
CC(c1n[nH]c(=S)n1-c1ccccc1)N1CCCCC1 (centres undefined)	i	i	4	12	i	i	i	i	i	i	i
O=C1SC(SCc2ccccc2)=N/C1=C\c1ccco1	i	i	1	-11	i	i	i	i	i	i	i
COc1ccc(/C=C2\N=C(SC)N(C)C2=O)cc1	i	i	-3	1	i	i	i	i	i	i	i
Cc1ccc(/C=N/NC(=O)c2c(-c3ccccc3)noc2C)c(O)c1	i	i	1	2	i	i	i	i	i	i	i
NNCCc1ccccc1	i	i	2	-3	i	i	i	i	i	i	i
CCOC(=O)c1ccccc1NC(=O)COC(=O)C(CC(C)C)NC(N)=O (centres undefined)	i	i	-5	19	i	i	i	i	i	i	i
O=C1NCCCCC1NS(=O)(=O)c1cccc(C(F)(F)F)c1 (centres undefined)	i	i	0	0	i	i	i	i	i	i	i
COc1ccc(/C=N/Nc2nc(-c3ccc(Cl)cc3)cc(C(F)(F)F)n2)cc1OC	i	i	18	32	i	i	i	i	i	i	i
COC(=O)CN1C(=O)CSc2ncccc21	i	i	1	-3	i	i	i	i	i	i	i
COc1cc(-c2[nH]ncc2CN2CCCC2c2nonc2C)cc(OC)c1OC (centres undefined)	i	i	-4	0	i	i	i	i	i	i	i
Cc1ccc(S(=O)(=O)Nc2nc(C)c(C(=O)NNS(=O)(=O)c3ccccc3)s2)cc1	i	i	4	3	i	i	i	i	i	i	i
O=C(COC(=O)c1nc(Cl)ccc1Cl)NCc1cccs1	i	i	-3	-1	i	i	i	i	i	i	i

Structures from the list above that contain a thiophene ring, fused or not:
SMILES	TMEM16A act	MrgX1 agonist	HDAC3 inh	SKKanGAS inh	MrgX1 antag	TRPC6 inhibitor	ANO1 block	MrgX1 allo act	TRPC6 activator	RGS4 inh	RGS4 pot
NS(=O)(=O)c1ccc(CNC(=O)c2cc(-c3cccs3)nc3ccccc23)cc1	i	i	-44	21	i	i	i	i	i	i	i
O=C(N/N=C/c1cccc(OC(=O)N2CCOCC2)c1)c1cccs1	i	i	10	-8	i	i	i	i	i	i	i
O=C(COC(=O)c1nc(Cl)ccc1Cl)NCc1cccs1	i	i	-3	-1	i	i	i	i	i	i	i
